Screening data as filed in PubChem.
Lipid storage S3 – qHTS Assay for Lipid Storage Modulators in Drosophila S3 Cells. actives 0.64% (n = 320,000). Potency in µM for hits, for the others lipid storage change, negative = inhibition, % at the top dose, mostly 46.1 µM. Drosophila S3 cells, BODIPY lipid droplet fluorescence, 18-24 h; cells fed with added oleic acid; active = well fitted inhibition curve with a large enough effect in the signal ratio, with a control signal flat, not every such curve was filed as active; inconclusive = small, poorly fitted or top-dose-only effect, or effect the other way, or a change in a side signal; the % refers to the signal ratio
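Drosophila S3 cells loaded with oleic acid (400 uM, as added) and compounds at several concentrations; lipid droplets imaged by 488-nm laser-scanning cytometry, 500–530 nm intensity and object ratio to cell channel. Percent activity normalized to 20 uM Triacsin C.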
Lipid storage S3 cell count max – second read-out of Lipid storage S3, no call of its own (marks repeat the call); cell number change, %; measured here: cell count max response;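 cells counted by Cell Tracker Red CMTPX staining in the red channel; peak over a dose series mostly up to 46.1 µM; percent activity relative to internal control wells on each plate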
* marks the source's active call; other numbers are inactive results; [ ] = dose if it differs, or a comment. % is set by controls: 0 for no effect and ±100 for the full control effect; potency is the fitted concentration of half-maximal effect.

What do the screens show for `Cc1ccc(OCCn2cnc3sc(C(N)=O)c(C)c3c2=O)cc1`?
Lipid storage S3: 2%; Lipid storage S3 cell count max: 21

What do the screens show for `CC(=O)Nc1ccc(NC(=O)CCc2nc3ccccc3c(=O)[nH]2)cc1`?
Lipid storage S3: 6%; Lipid storage S3 cell count max: -4

Results for CCCC(NS(=O)(=O)c1ccc(OC)cc1)C(=O)O (centres undefined) ?
Lipid storage S3: inconclusive

What do the screens show for `O=C(COC(=O)c1cc(Br)ccc1O)Nc1ccc2c(c1)OCO2`?
Lipid storage S3: 7%; Lipid storage S3 cell count max: 2

How did COc1ccccc1N1CCN(S(=O)(=O)Cc2ccccc2Cl)CC1 do in these assays?
Lipid storage S3: 11%; Lipid storage S3 cell count max: -1

How did CC(=O)Cn1cnc2c(cnn2-c2ccccc2)c1=O do in these assays?
Lipid storage S3: 3%; Lipid storage S3 cell count max: 2

What do the screens show for `O=C(Nc1ccc(N=Nc2ccccc2)cc1)c1cccc(Cl)c1`?
Lipid storage S3: inconclusive

Results for CCOc1ccc(C(=O)c2ccc(OCC)c(N)c2)cc1N ?
Lipid storage S3: inconclusive

What do the screens show for `O=C(CN(C(=O)CNC(=O)c1ccco1)c1ccc(F)cc1)NC1CCCC1`?
Lipid storage S3: inconclusive

How did CCCCn1c(SCC(=O)c2ccc(O)cc2O)nc2cc(S(N)(=O)=O)ccc21 do in these assays?
Lipid storage S3: inactive; Lipid storage S3 cell count max: 7

Structural class, those above containing four or more nitrogen atoms
What do the screens show for `CC(=O)Nc1ccc(NC(=O)CCc2nc3ccccc3c(=O)[nH]2)cc1`?
Lipid storage S3: 6%; Lipid storage S3 cell count max: -4

How did CC(=O)Cn1cnc2c(cnn2-c2ccccc2)c1=O do in these assays?
Lipid storage S3: 3%; Lipid storage S3 cell count max: 2

(continued)
What do the screens show for `COc1cc(CNC(=O)c2ccc(Cn3nc(C)c(Cl)c3C)o2)cc(OC)c1`?
Lipid storage S3: inconclusive

How did CN(C)CCNC(=O)c1ccccc1 do in these assays?
Lipid storage S3: inconclusive

How did Cc1ccc(C(=O)NC(NC(=O)c2ccc(C)cc2)C(Cl)Cl)cc1 do in these assays?
Lipid storage S3: -4%

How did O=C(CSc1nnnn1-c1cccc2c1CCCC2)N1CCCC1 do in these assays?
Lipid storage S3: inconclusive

How did Cc1cc2nccc(-c3ccccn3)n2n1 do in these assays?
Lipid storage S3: inconclusive

What do the screens show for `COc1ccc(C(=O)NC2CCCc3c2cnn3-c2cccc(C)c2C)c(OC)n1` (centres undefined)?
Lipid storage S3: inconclusive

How did CCn1cc(S(=O)(=O)CC(=O)Nc2cccc(C)c2)c2ccccc21 do in these assays?
Lipid storage S3: 14%; Lipid storage S3 cell count max: 4

How did CCC(C)(C)NC(=O)c1ccc(Br)o1 do in these assays?
Lipid storage S3: -8%; Lipid storage S3 cell count max: -4

Results for COc1ccc(-c2ccc(CNCCCN3CCOCC3)o2)cc1Cl ?
Lipid storage S3: -8%; Lipid storage S3 cell count max: 0

What do the screens show for `COc1ccc(-c2cc3ccc(OCC(N)=O)cc3oc2=O)cc1OC`?
Lipid storage S3: inconclusive

Results for COc1ccc(/C=N/NC(=O)C2C(C=C(Cl)Cl)C2(C)C)c(OC)c1 (centres undefined) ?
Lipid storage S3: 16%; Lipid storage S3 cell count max: 23

What do the screens show for `Nc1nc2sc3c(c2cc1C(=O)N1CCOCC1)CCCC3`?
Lipid storage S3: inconclusive

What do the screens show for `COC(=O)c1ccccc1S(=O)(=O)N1CCC(C(=O)OCC(=O)c2ccccc2OC)CC1`?
Lipid storage S3: inactive[0.0737 µM]

How did COc1ccc(CCN2CC(C(=O)NCc3cnn(C(C)C)c3)CCC2=O)cc1 (centres undefined) do in these assays?
Lipid storage S3: -7%; Lipid storage S3 cell count max: 14

Results for CC(NC(=O)CCNC(=O)c1ccc(Br)cc1)c1ccc(S(N)(=O)=O)cc1 (centres undefined) ?
Lipid storage S3: inconclusive

How did COC(=O)c1c(-n2c(C)cc(C=O)c2C)sc2c1CCCC2 do in these assays?
Lipid storage S3: inconclusive

What do the screens show for `Cn1c(=O)c2c(ncn2CC(O)CNc2cccc(Cl)c2)n(C)c1=O` (centres undefined)?
Lipid storage S3: inconclusive

Results for O=C(CN1CCC(c2nc3ccccc3s2)CC1)N1CCCCC1 ?
Lipid storage S3: inconclusive

Results for Cc1cc2c(c(=O)n1Cc1cccnc1)C(Cc1ccccc1)C(C#N)=C(N)O2 (centres undefined) ?
Lipid storage S3: inconclusive

What do the screens show for `O=[N+]([O-])c1cc(-c2n(-c3ccccn3)c3ccccc3[n+]2-c2ccccn2)ccc1Cl`?
Lipid storage S3: inconclusive

How did CC(=O)Nc1ccc2nc(NC(=O)COc3ccc([N+](=O)[O-])cc3)sc2c1 do in these assays?
Lipid storage S3: 15%[9.22 µM]; Lipid storage S3 cell count max: 5

Results for CCn1ccnc1CN(C)Cc1cn(-c2ccc(C)cc2)nc1-c1ccc(F)cc1 ?
Lipid storage S3: inconclusive

Results for O=C(Nc1ccc(NC(=O)c2ccco2)c(Cl)c1)c1ccc2c(c1)OCCO2 ?
Lipid storage S3: -13%

How did CCOC(=O)N1CCN(C(=O)CSc2nnc(-c3cc(OC)cc(OC)c3)o2)CC1 do in these assays?
Lipid storage S3: inconclusive

Results for COc1ccc(CCC(=O)Nc2cc(Cl)ccc2N2CCN(C)CC2)cc1 ?
Lipid storage S3: inconclusive

How did COC(=O)CCCC1=CC2=C(c3ccccc3)C(=O)C(C)(OC(=O)C3CCCC3)C(=O)C2=CN1CCN1CCOCC1 (centres undefined) do in these assays?
Lipid storage S3: -15%; Lipid storage S3 cell count max: -10

How did Cc1cc(=O)oc(C)c1C(=O)Nc1ccc(N(C)C)cc1 do in these assays?
Lipid storage S3: -12%; Lipid storage S3 cell count max: 0

What do the screens show for `CC1C(=O)N2CCCc3cc(NC(=O)C(=O)NCCN4CCOCC4)cc1c32` (centres undefined)?
Lipid storage S3: 1%[0.0737 µM]

What do the screens show for `CC(=O)N1c2ccc(S(=O)(=O)N(C)CC(=O)NCc3ccc(C)cc3)cc2CC1C` (centres undefined)?
Lipid storage S3: inconclusive

What do the screens show for `OCC(O)C(O)C(O)C(O)c1nc2ccccc2[nH]1` (centres undefined)?
Lipid storage S3: 24%

Among those listed so far, two contain fluorine.
What do the screens show for `O=C(CN(C(=O)CNC(=O)c1ccco1)c1ccc(F)cc1)NC1CCCC1`?
Lipid storage S3: inconclusive

Results for CCn1ccnc1CN(C)Cc1cn(-c2ccc(C)cc2)nc1-c1ccc(F)cc1 ?
Lipid storage S3: inconclusive

More structures:
How did Cc1cc(C)n2nc(N)c(N=Nc3ccc4c(c3)OCO4)c2n1 do in these assays?
Lipid storage S3: inactive; Lipid storage S3 cell count max: -1

What do the screens show for `COc1ccc(O)c(C(=O)c2coc(=N)c(C(=O)Nc3ccc(SC(F)F)cc3)c2)c1`?
Lipid storage S3: 4%; Lipid storage S3 cell count max: 3

Results for Cc1ccc(C(C(=O)NC2CCCC2)N2CCCC(C)C2)cc1 (centres undefined) ?
Lipid storage S3: inconclusive

How did CCc1nc2ccc(C(=O)NCCc3ccco3)cc2nc1CC do in these assays?
Lipid storage S3: 6.5µM*; Lipid storage S3 cell count max: 5.8*

How did C=CCNC(=O)c1ccc(N(C)S(=O)(=O)c2ccc(OC)cc2)cc1 do in these assays?
Lipid storage S3: inconclusive

Results for COc1ccc(OC)c(S(=O)(=O)NCc2cn3cccc(C)c3n2)c1 ?
Lipid storage S3: 5%; Lipid storage S3 cell count max: 0

Results for CS(=O)(=O)N(CC(=O)NCc1ccc2c(c1)OCO2)c1cccc(Cl)c1 ?
Lipid storage S3: inconclusive

Results for CC(=O)Oc1ccc(C(=O)Nc2cccc(C(=O)Nc3ccccc3C(=O)O)c2)cc1 ?
Lipid storage S3: inconclusive

Results for CN(C)C(=O)OCc1c(-c2ccccc2)ncc2ccccc12 ?
Lipid storage S3: 7%; Lipid storage S3 cell count max: 18

What do the screens show for `CCC(C(=O)NC(C)(C)C)N(Cc1ccccc1Cl)C(=O)c1snc(C(N)=O)c1N` (centres undefined)?
Lipid storage S3: inactive; Lipid storage S3 cell count max: -22

Entries shown so far that have a COOH group (two):
Results for CCCC(NS(=O)(=O)c1ccc(OC)cc1)C(=O)O (centres undefined) ?
Lipid storage S3: inconclusive

Results for CC(=O)Oc1ccc(C(=O)Nc2cccc(C(=O)Nc3ccccc3C(=O)O)c2)cc1 ?
Lipid storage S3: inconclusive

Additional records.
How did CC1CC(C)CN(C(=O)CCS(=O)(=O)c2ccc3c(c2)NC(=O)CS3)C1 (centres undefined) do in these assays?
Lipid storage S3: -17%; Lipid storage S3 cell count max: -7

What do the screens show for `Cc1ccc(NS(=O)(=O)c2cc([N+](=O)[O-])ccc2NNC(=S)Nc2cc(C)ccc2C)c(C)c1`?
Lipid storage S3: inconclusive

Results for O=C(c1cccc2ccccc12)C1CCCN(C(=O)CCCn2cncn2)C1 (centres undefined) ?
Lipid storage S3: -13%; Lipid storage S3 cell count max: 12

Results for CC(=O)c1cccc(NC(=O)COC(=O)c2ccc3c(c2)OCO3)c1 ?
Lipid storage S3: inconclusive

Results for O=C(O)C1C2C=CC(O2)C1C(=O)NCc1ccccc1Br (centres undefined) ?
Lipid storage S3: inactive; Lipid storage S3 cell count max: 5

Results for COc1ccc2[nH]c(C(=O)NCCN3CCCCC3)cc2c1 ?
Lipid storage S3: inconclusive

How did CC(C)C1CC(CCN)(c2ccccc2)CCO1 (centres undefined) do in these assays?
Lipid storage S3: 7%; Lipid storage S3 cell count max: 26

How did CCC(C)n1c(=O)c2sccc2n2c(CCCC(=O)N3CCC(C(N)=O)CC3)nnc12 (centres undefined) do in these assays?
Lipid storage S3: inconclusive

What do the screens show for `CCC(=O)Nc1c(C(=O)N2CCN(c3ccccn3)CC2)cnn1-c1ccc(Cl)cc1`?
Lipid storage S3: inconclusive

What do the screens show for `CCCc1nc2oc3cc(OC)ccc3c(=O)c2c(=O)n1CCc1ccccc1`?
Lipid storage S3: inconclusive

Results for Cc1ccc(C)c(NC(=O)CN(C)C(=O)C2CCCC2)c1 ?
Lipid storage S3: inconclusive

What do the screens show for `CCCNC(=O)c1onc(CSc2nc3ccccc3[nH]2)c1C(=O)NCCC`?
Lipid storage S3: inconclusive

What do the screens show for `Cc1ccc(CNC(=O)CN(C(=O)C2(C)CC(=O)N=C3C=CC=CN32)c2cc(C)ccc2C)cc1` (centres undefined)?
Lipid storage S3: -1%; Lipid storage S3 cell count max: 8

How did COCC(=O)N1CCC(Oc2ccc(C(=O)NCc3cc(C)n(C)n3)cc2)CC1 do in these assays?
Lipid storage S3: 16µM*; Lipid storage S3 cell count max: -3.1*

How did COc1ccc2c(C(=O)CN3CC(C)OC(C)C3)c[nH]c2c1 (centres undefined) do in these assays?
Lipid storage S3: inconclusive

How did CC(C)CCOc1ccccc1C(N)=O do in these assays?
Lipid storage S3: inconclusive

What do the screens show for `O=C(CCc1nnc(CCCc2ccccc2)o1)NC(C1CC1)C1CC1`?
Lipid storage S3: 2%; Lipid storage S3 cell count max: 0

How did O=C(c1ccc(F)cc1)N1CCC(C(=O)N2CCN(S(=O)(=O)c3cccc(Cl)c3)CC2)CC1 do in these assays?
Lipid storage S3: 14%; Lipid storage S3 cell count max: 12

Results for CC(=O)Nc1ccc(S(=O)(=O)N2CCN(Cc3cccs3)CC2)cc1 ?
Lipid storage S3: 9%; Lipid storage S3 cell count max: 1

Results for O=C(COC(=O)/C=C/c1ccc(F)cc1)NCc1ccco1 ?
Lipid storage S3: inconclusive

The list goes on (4 carried over from the part before).
What do the screens show for `O=C(CCc1nnc(CCCc2ccccc2)o1)NC(C1CC1)C1CC1`?
Lipid storage S3: 2%; Lipid storage S3 cell count max: 0

How did O=C(c1ccc(F)cc1)N1CCC(C(=O)N2CCN(S(=O)(=O)c3cccc(Cl)c3)CC2)CC1 do in these assays?
Lipid storage S3: 14%; Lipid storage S3 cell count max: 12

Results for CC(=O)Nc1ccc(S(=O)(=O)N2CCN(Cc3cccs3)CC2)cc1 ?
Lipid storage S3: 9%; Lipid storage S3 cell count max: 1

Results for O=C(COC(=O)/C=C/c1ccc(F)cc1)NCc1ccco1 ?
Lipid storage S3: inconclusive

What do the screens show for `Cc1ccc(C(=O)COc2ccc3ccc(=O)oc3c2)cc1`?
Lipid storage S3: inconclusive

Results for CCc1c(C)sc(NC(=O)c2cnn3cccnc23)c1C#N ?
Lipid storage S3: inactive; Lipid storage S3 cell count max: 10

What do the screens show for `COc1cccc(CN2CCC(C(=O)N3CCN(c4ccccc4F)CC3)CC2)c1`?
Lipid storage S3: 0%; Lipid storage S3 cell count max: 10

How did COc1ccccc1OC1OC2COC(c3ccco3)OC2C(O)C1NC(C)=O (centres undefined) do in these assays?
Lipid storage S3: -5%; Lipid storage S3 cell count max: -4

Results for CCOc1ccc(CCNC(=O)C2CCN(S(=O)(=O)N3CCC(C)CC3)CC2)cc1OCC ?
Lipid storage S3: inconclusive

How did O=C(NCCCn1ccnc1)C(=O)NCC1OCCN1S(=O)(=O)c1cc(F)ccc1F (centres undefined) do in these assays?
Lipid storage S3: inconclusive

How did Cc1ccc(S(=O)(=O)NCCC(=O)N2CCCCCC2)cc1 do in these assays?
Lipid storage S3: -17%; Lipid storage S3 cell count max: -27

What do the screens show for `NC(=O)CC(NC(=O)Cc1cccc2ccccc12)c1ccc(NC2CCCCC2)c([N+](=O)[O-])c1` (centres undefined)?
Lipid storage S3: -14%; Lipid storage S3 cell count max: -10

Not all compounds are listed, so the mix of outcomes need not match the whole.
